FadD28 FP inh: M. tuberculosis FadD28 bisubstrate binding inhibition; inhibition, % at 12.5 µM; FadD28 bisubstrate probe binding, fluorescence polarization; 360,000 tested, 0.22% active; in the data active means inhibition above about 8.5%, passing the limit was not always enough; inconclusive means no clear call, values can overlap the other calls
Mtb FBA inh: Mtb fructose-bisphosphate aldolase inhibition | P9WQA3 | purified M. tuberculosis FBA, fluorescence read-out | inhibition, % at 1 µM | 360,000 tested, 2.3% active | AID 588726; in the data active means inhibition above about 27%;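 further: 0% = vehicle and 100% = reference inhibitor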
Target sequence (P9WQA3 whole entry, looked up): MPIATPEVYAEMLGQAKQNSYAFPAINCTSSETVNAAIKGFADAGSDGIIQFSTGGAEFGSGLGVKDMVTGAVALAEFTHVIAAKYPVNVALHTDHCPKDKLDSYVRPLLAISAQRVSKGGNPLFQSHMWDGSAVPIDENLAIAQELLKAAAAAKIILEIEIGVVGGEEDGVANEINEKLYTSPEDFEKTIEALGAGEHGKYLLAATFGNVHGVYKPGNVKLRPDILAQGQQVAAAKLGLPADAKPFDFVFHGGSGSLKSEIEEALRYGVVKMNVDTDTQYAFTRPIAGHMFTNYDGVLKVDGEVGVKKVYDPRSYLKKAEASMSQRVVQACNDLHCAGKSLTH
MazF activator: MazEF (E. coli) toxin RNase activation | activation, % at 20 µM | AID 504720 | P0AE70 | 350,000 tested, 0.32% active | FAM/BHQ RNA-DNA oligo cleavage fluorescence, 5 h; in the data active means activation above about 50%
Target sequence (P0AE70 whole entry, looked up): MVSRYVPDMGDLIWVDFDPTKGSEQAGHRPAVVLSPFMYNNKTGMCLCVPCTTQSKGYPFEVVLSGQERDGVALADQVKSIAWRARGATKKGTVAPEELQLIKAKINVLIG
BoNT F protease: BoNT F light chain protease inhibition | Multiplex microsphere protease cleavage assay, flow cytometry | inhibition, % at 10 µM | 360,000 tested, 0.22% active | AID 588497; in the data active means inhibition above about 35%, passing the limit was not always enough; inconclusive means no clear call, values can overlap the other calls; further: plate controls were buffer without enzyme for full effect and enzyme alone for no effect
GDH-TPI counter: counter-screen for M. tuberculosis FBA inhibitors: GDH-TPI coupled enzymes; GDH-TPI coupled enzyme counterscreen, NADH absorbance; inhibition, % at 4.8 µM; 360,000 tested, 1.2% active; in the data active means inhibition above about 30%;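 further: 0% = DMSO wells and 100% = wells lacking the enzyme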
UGM FP inh: inhibitors of M. tuberculosis UDP-galactopyranose mutase; P9WIQ1; purified UGM, fluorescence polarization probe displacement; inhibition, % at 10 µM; 320,000 tested, 0.06% active; AID 504406; in the data active means inhibition above about 10%, passing the limit was not always enough; inconclusive means no clear call, values can overlap the other calls
Target sequence (P9WIQ1 whole entry, looked up): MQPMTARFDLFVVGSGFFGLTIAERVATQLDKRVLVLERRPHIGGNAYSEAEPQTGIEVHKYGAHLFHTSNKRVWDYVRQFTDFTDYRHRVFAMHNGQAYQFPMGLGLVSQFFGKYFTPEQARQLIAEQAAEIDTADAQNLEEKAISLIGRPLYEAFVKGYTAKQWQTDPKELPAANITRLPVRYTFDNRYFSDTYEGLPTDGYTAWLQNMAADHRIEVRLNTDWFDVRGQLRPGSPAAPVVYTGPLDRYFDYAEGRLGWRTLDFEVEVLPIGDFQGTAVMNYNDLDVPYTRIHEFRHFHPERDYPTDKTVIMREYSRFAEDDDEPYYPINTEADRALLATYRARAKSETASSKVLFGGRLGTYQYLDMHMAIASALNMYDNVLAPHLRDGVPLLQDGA
Rv3671c protease: inhibits the M. tuberculosis serine protease Rv3671c; P9WHR9; inhibition, % at 5.96 µM; 320,000 tested, 0.048% active; AID 2606; in the data active means inhibition above about 38%;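 further: extracellular domain of Rv3671c used as enzyme; 0% = enzyme with DMSO and 100% = no enzyme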
PrPC surface inh: cell surface PrPC inhibition, primary TR-FRET screen; TR-FRET read-out; 370,000 tested, 0.43% active; inhibition, % at 13.8 µM; P04156; in the data active means inhibition above about 24%; further: 0% = median of the test wells and 100% = reference compound wells
Mtb BioA inh: blocks M. tuberculosis BioA enzyme activity; 360,000 tested, 0.096% active; inhibition, % at 9.99 µM; purified M. tuberculosis BioA enzyme, plate reader; in the data active means inhibition above about 40%; inconclusive means no clear call, values can overlap the other calls
Active calls of the source: *; ? = inconclusive; nt = not tested or not shown; + = active, no number; & = joins results of further samples.

nr	molecule	FadD28 FP inh	Mtb FBA inh	MazF activator	BoNT F protease	GDH-TPI counter	UGM FP inh	Rv3671c protease	PrPC surface inh	Mtb BioA inh
1	O=C(c1ccco1)N1CCN(Cc2cc(=O)oc3cc(O)ccc23)CC1	-3.3	+	4	-3	26	-2.0	4	-1	-0.8
2	CCOCCCNC(=S)N1CCN(Cc2ccco2)CC1	-3.1	0	-15	0	3	-1.1	0	-3	nt
3	Fc1cccc(/C=N/Nc2nc3ccccc3[nH]2)c1	nt	nt	5	nt	nt	-1.4	10	-3	nt
4	O=C(NCc1ccc(F)cc1)C1CCC(=O)N1C1CCCCC1 (stereo not given)	-0.2	-1	2	-2	1	0.0	0	2	1.2
5	CCN(CC)S(=O)(=O)c1ccc(OC)c(NC(=O)c2ccc([N+](=O)[O-])cc2)c1	0.4	1	-16	8	7	-1.8	0	-6	nt
6	COc1ccc(-c2nn(-c3ccccc3)cc2/C=N/Nc2cccc(C(=O)O)c2)cc1	-1.4	5	2	-9	1	nt	nt	3	0.5
7	O=C(COC(=O)c1ccc(Cl)cc1[N+](=O)[O-])NNC(=O)c1cccs1	0.0	1	7	-12	10	3.1	0	-3	-0.6
8	COc1ccc(-c2ccc(/C=N/NC(=O)Cc3nnc(N)s3)o2)cc1Cl	-5.6	29*	3	-7	38*	0.8	7	-17	-1.3
9	COc1ccc(CN2CC3CC(C2)c2cccc(=O)n2C3)cc1OC (stereo not given)	0.5	2	-20	-8	2	2.0	0	3	0.1
10	COc1ccccc1OCCSc1nc2ccc([N+](=O)[O-])cc2s1	-2.4	1	4	2	14	1.7	1	-3	nt
11	O=C(C1CC(=O)N(c2ccccc2)C1)N1CCN(c2ccc(F)cc2)CC1 (stereo not given)	-0.5	5	5	4	6	2.1	1	5	10
12	O=C(O)c1ccccc1-c1ccccc1C(=O)Nc1cccc2ccccc12	-4.1	3	-2	23	-4	-0.3	0	-1	-1.8
13	O=C(CCc1nc(-c2cccs2)no1)Nc1cnc2ccccc2c1	-4.5	-3	-6	1	-3	-1.3	-12	1	2.7
14	COc1ccc(CNC(=O)CCn2c(=O)oc3ccccc32)cc1	-0.8	1	4	-4	7	0.2	1	-2	-1.0
15	COC(=O)C1=C(CSc2nc3ccccc3s2)NC(=O)NC1c1ccc(F)cc1 (stereo not given)	-0.1	0	7	-7	7	0.9	-22	7	nt
16	COc1ccc(C(=O)N(C)Cc2ccc(OC)c(OC)c2OC)cc1S(=O)(=O)N1CCOCC1	-0.3	2	-3	-5	-12	nt	nt	10	-0.3
17	O=C(C1CCCN(Cc2ccc(Br)cc2)C1)N1CCCCC1 (stereo not given)	-2.8	-3	-1	-6	-4	-0.3	4	5	5.8
18	CCOC(=O)c1cnc2ccc(OCC)cc2c1NCc1ccccc1OC	-0.1	6	-2	-10	0	-1.4	-3	-1	-0.4
19	CCCCn1c(N)c(N(Cc2ccccc2OC)C(=O)c2cc(=O)[nH]c3ccccc23)c(=O)[nH]c1=O	-0.8	6	5	-2	7	-3.3	0	5	-0.3
20	Cc1ccc(S(=O)(=O)Cc2ccccc2Cl)cc1	-3.9	3	4	0	-4	nt	-7	-1	nt
21	Cn1c(=O)[nH]c(=O)c2c1nc(N1CCN(Cc3ccccc3)CC1)n2CCSc1ncccn1	0.6	1	6	-3	-1	-2.1	1	-2	0.1
22	C=CCN(C(=O)Cn1nc(C)n2c(cc3cc(C)ccc32)c1=O)c1ccccc1	-0.9	7	-22	-4	13	0.4	-10	-10	8.0
23	O=C(COc1ncnc2ccccc12)NC1CCS(=O)(=O)C1 (stereo not given)	-1.2	-4	1	-74	7	1.3	-4	-3	-1.4
24	O=C(COC(=O)c1ccccc1)c1ccc2c(c1)OCCO2	1.4	1	0	8	-1	nt	nt	-2	1.1
25	CCOC(=O)C1(Cc2ccc(OC)cc2)CCN(C(=O)CCn2cccn2)CC1	-3.4	1	6	-5	-6	-1.3	-3	-7	-1.3
26	COC(C#CCCN(C)C)(c1ccccc1)c1ccccc1	0.7	0	11	-6	9	1.1	-1	1	nt
27	O=C(Nc1cccc(-c2cn3ccccc3n2)c1)c1cnccn1	-5.0	-3	1	-5	4	0.5	-10	-4	-0.6
28	CSCC[C@H](NC(=O)c1nn(C)c(=O)c2ccccc12)c1nc2ccccc2[nH]1	-2.6	2	-7	4	2	1.6	2	-4	2.3
29	C[C@@H]1CN([C@@H](C)CO)C(=O)CCCn2cc(nn2)CO[C@H]1CN(C)S(=O)(=O)c1cn(C)cn1	-2.7	0	0	5	-12	nt	nt	-3	-0.1&3.3
30	O=S(=O)(Nc1ccc(OC(F)F)cc1)c1ccc(-c2ccon2)s1	-2.1	1	-3	?	7	-2.1	-10	-6	12
31	COC(=O)C(NC(=O)CCC(=O)N[C@@H](C(=O)OC)c1ccccc1)c1ccccc1 (stereo not given in full)	-2.9	-3	10	-3	9	-0.3	-5	3	-0.3
32	O=C(OCCCOC(=O)c1ccc(Br)o1)c1ccc(Br)o1	-3.8	-3	2	3	-1	-0.2	-8	1	-0.9
33	C[C@@H]1CCCCO[C@H](CN(C)Cc2ccc(C(F)(F)F)cc2)[C@H](C)CN([C@@H](C)CO)C(=O)c2cc(NC(=O)Cc3ccccc3)ccc2O1	-2.0	1	-13	0	-2	nt	nt	1	-0.7
34	COc1ccc2c(c1)[nH]c(=O)c1sc3ccccc3c12	0.3	8	-19	0	16	-1.6	-10	nt	-0.9
35	O=C(Nc1cccnc1)OC1CCCCC1	-3.1	0	7	-5	-4	-0.8	9	3	nt
36	C=CCn1c(C)cc(C(=O)CN2NS(=O)(=O)c3ccccc3C2=O)c1C	-3.2	2	57*	-7	-3	-0.9	3	8	nt
37	Cc1cc(C(C)(C)C)ccc1OCCN1CCCC1	0.0	0	2	2	5	2.0	-2	5	0.1
38	Cc1ccc(/C=C/S(=O)(=O)NCC(=O)O)cc1	-4.6	1	3	2	-3	1.7	3	4	nt
39	O=C(C(=O)N1CCc2ccccc2C1)c1c[nH]c2ccccc12	-0.1	-5	-4	-2	13	-0.9	-13	3	nt
40	Clc1nnc2c3ccccc3ccn12	-3.2	-2	15	0	-4	nt	nt	1	nt
41	O=C(c1cc2sccc2n1Cc1ccccc1)N1CCCc2ccccc21	-5.2	1	2	-34	19	-0.7	-2	5	0.2
42	COc1cccc(NC(=S)N(CCN(C)C)Cc2cccs2)c1	2.2	1	2	1	4	0.0	-1	-7	nt
43	CCN1CCCC1CN(Cc1cc2ccc(C)cc2[nH]c1=O)C(=S)Nc1ccc(OC)cc1OC (stereo not given)	-2.4	2	-4	34	13	-1.9	-4	4	nt
44	C[C@@H](C(=O)Nc1ccc2ccccc2c1)[C@H]1C[C@]1(C)[C@H](NS(=O)(=O)c1ccccc1)c1ccccc1	nt	nt	0	nt	nt	2.8	-90	9	nt
45	CCOC(=O)C1=C(CSc2nc3c(cc2C#N)CN(C)CC3)OC(N)=C(C#N)C1c1ccc(Cl)cc1 (stereo not given)	-2.9	1	-4	5	13	4.4	8	1	nt
46	O=C(NCCc1ccc(Cl)cc1)c1cc(-c2ccccn2)nc2ccccc12	-4.0	0	3	-7	2	0.2	2	-6	-1.8
47	CC1(c2ccccc2)NC(=O)N(CC(=O)N2CCN(S(=O)(=O)c3cccc([N+](=O)[O-])c3)CC2)C1=O (stereo not given)	-5.3	-1	0	1	-8	3.6	3	-19	nt
48	COc1cccc(NC(=O)c2ncc(Cl)c(Cl)c2Cl)c1	1.3	-2	3	0	0	0.8	-2	-8	-4.3
49	COC(=O)Nc1ncc(CN2CCCCC2)s1	-0.4	0	10	-9	-5	1.4	0	-10	-0.7
50	COc1ccccc1-c1nnc(C2CCN(S(=O)(=O)c3ccccc3[N+](=O)[O-])CC2)o1	-3.8	-1	3	-2	3	2.8	4	-4	-0.5

Further results
nr	molecule	FadD28 FP inh	Mtb FBA inh	MazF activator	BoNT F protease	GDH-TPI counter	UGM FP inh	Rv3671c protease	PrPC surface inh	Mtb BioA inh
51	COC(=O)c1nn(-c2ccc(F)cc2)ccc1=O	-4.9	-2	-2	?	-6	0.5	-1	13	0.5
52	CC#CCN(CC#CC)S(=O)(=O)c1ccc(S(=O)(=O)N2CCOCC2)cc1	-1.1	2	-2	6	7	0.7	-1	2	0.9
53	Cc1ccc(/C=N/NC(=O)c2ccccn2)s1	-0.9	0	-1	-16	32*	3.5	-3	-11	nt
54	CCOc1ccccc1NC(=S)N1CCN(c2nc(-c3cccc(OC)c3)cs2)CC1	0.2	-1	-31	-7	0	0.1	1	-2	nt
55	COc1ccccc1N1C(=NC(=O)COc2ccccc2)SC2CS(=O)(=O)CC21 (stereo not given)	-2.0	1	11	1	-3	-4.2	4	5	nt
56	COC(=O)CN1C(=O)CC(C)(C)Sc2ccccc21	-2.8	2	1	4	-5	0.3	4	1	-0.5
57	COCCN1Cc2cccc(C(=O)NC3CCCCCC3)c2C1=O	-1.3	-2	1	5	17	-1.3	-3	1	0.4
58	CCOC(=O)C1(Cc2ccccc2C(F)(F)F)CCN(C(=O)c2cc(C(C)=O)n[nH]2)CC1	-4.8	-7	8	-2	-3	1.4	-11	-1	nt
59	CCNC(=O)C1(C)CCN(C(=O)c2ccc3ccccc3c2)C1 (stereo not given)	-1.1	-2	nt	0	5	nt	nt	-2	-0.5
60	c1cnc2c(SCc3ccc(-c4nnco4)cc3)cccc2c1	-1.4	16	-4	4	15	-0.7	0	-12	2.2
61	Cc1ccc(C(=O)N2NC(c3ccc(F)cc3)C3C(=O)N(c4ccc(C)cc4)C(=O)C32)cc1 (stereo not given)	0.3	4	-3	-6	10	-2.4	1	-7	-1.2
62	CCC1(c2ccc(F)cc2)NC(=O)N(CC(=O)N2CCN(S(=O)(=O)c3ccc(C)cc3C)CC2)C1=O (stereo not given)	-5.0	-3	6	6	3	nt	nt	3	1.0
63	CC(=O)Nc1nnc(SCc2cccc(F)c2)s1	1.1	8	3	2	-2	-1.6	6	5	-8.7
64	Cc1cc(C=C2C(=O)NC(=O)NC2=O)c(C)n1-c1ccc2c(c1)OCO2	-0.2	-2	4	-5	15	5.2	-22	6	-3.9
65	Cc1ccc(C(NC(=O)C2CCCCC2)c2c(O)ccc3ccccc23)cc1 (stereo not given)	-4.4	-1	3	1	3	0.1	-27	8	nt
66	CC(C)(C)C(=O)Nc1ccccc1C(=O)Nc1cc(Cl)ccc1Cl	-1.0	0	-5	-1	-10	4.0	-1	-5	-0.7
67	CCCCN(C)C(=O)c1cn(C)c2ccc(S(=O)(=O)N3CCC(C)CC3)cc2c1=O	-1.0	3	2	0	16	-1.4	-1	nt	1.9
68	CC1CN(C(=S)NC(=O)C2CCCCC2)CC(C)O1 (stereo not given)	0.0	0	4	-3	7	-3.2	-4	9	-0.8
69	C=CCOC1COC2C(OCC=C)COC12 (stereo not given)	1.2	-1	-5	-9	10	nt	nt	-4	-0.2
70	Cc1c(Cl)cccc1NC(=O)NCc1cccnc1	-2.1	0	2	-6	6	3.7	nt	2	-0.1
71	O=S(=O)(Nc1ncccn1)c1ccc(NC(=S)N2CCN(Cc3ccc(F)cc3Cl)CC2)cc1	-2.1	-2	3	4	-4	-3.4	1	8	0.1
72	N#CC1(c2ccccc2)CCC(=NNS(=O)(=O)c2ccccc2)CC1 (stereo not given)	-0.4	2	1	-2	6	0.4	-5	2	-0.1
73	C=CCc1ccccc1OCC(O)CN1CCOCC1 (stereo not given)	-2.5	3	-36	16	4	2.2	3	3	2.5
74	O=[N+]([O-])c1ccc(O)c(/C=N/Nc2ccccn2)c1	-2.0	-7	2	67*	38*	-0.3	6	-11	-0.2
75	COC(CN1C(=O)C(O)=C(C(C)=O)C1c1ccccn1)OC (stereo not given)	0.5	1	-4	-12	8	-2.2	3	6	-0.9

Some of the entries above, set out differently.
69. C=CCOC1COC2C(OCC=C)COC12 (stereo not given)
  FadD28 FP inh: 1.2 | Mtb FBA inh: -1 | MazF activator: -5 | BoNT F protease: -9 | GDH-TPI counter: 10 | UGM FP inh: nt | Rv3671c protease: nt | PrPC surface inh: -4 | Mtb BioA inh: -0.2

70. Cc1c(Cl)cccc1NC(=O)NCc1cccnc1
  FadD28 FP inh: -2.1 | Mtb FBA inh: 0 | MazF activator: 2 | BoNT F protease: -6 | GDH-TPI counter: 6 | UGM FP inh: 3.7 | Rv3671c protease: nt | PrPC surface inh: 2 | Mtb BioA inh: -0.1

71. O=S(=O)(Nc1ncccn1)c1ccc(NC(=S)N2CCN(Cc3ccc(F)cc3Cl)CC2)cc1
  FadD28 FP inh: -2.1 | Mtb FBA inh: -2 | MazF activator: 3 | BoNT F protease: 4 | GDH-TPI counter: -4 | UGM FP inh: -3.4 | Rv3671c protease: 1 | PrPC surface inh: 8 | Mtb BioA inh: 0.1
